RGS4 act – potentiators or activators of RGS4; HEK293 M3R/inducible RGS4, carbachol calcium flux Fluo4; hits give low values; B-score at 10 µM; hit rate 0.92% among 310,000;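 active = B-score of the integrated calcium signal more than 4 SD below the library mean, with starting fluorescence not abnormally high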;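 also: negative B-score means reduced calcium response which marks RGS4 activation or potentiation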
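System – HEK293 FlpIn-TREx cells, stable M3R, doxycycline-inducible RGS4 · Reagent – ECmax carbachol challenge · Times – compound preincubation 20 min at room temperature before agonist · Technique – Fluo4 fluorescence kinetic imaging of calcium · Measure – B score of integrated Fluo4 ratio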
KCNQ1 inh – human KCNQ1 channel inhibition; P51787; CHO-K1 KCNQ1, FluxOR thallium flux fluorescence; hits give high values; B-score at 10 µM; hit rate 1.3% among 310,000;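 active = compounds whose thallium flux B-score, printed positive for inhibition, exceeds three library SD while starting fluorescence stays within three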;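 also: channel opened by potassium depolarization with thallium stimulus after 20 min compound exposure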
Target sequence (P51787 whole entry, looked up): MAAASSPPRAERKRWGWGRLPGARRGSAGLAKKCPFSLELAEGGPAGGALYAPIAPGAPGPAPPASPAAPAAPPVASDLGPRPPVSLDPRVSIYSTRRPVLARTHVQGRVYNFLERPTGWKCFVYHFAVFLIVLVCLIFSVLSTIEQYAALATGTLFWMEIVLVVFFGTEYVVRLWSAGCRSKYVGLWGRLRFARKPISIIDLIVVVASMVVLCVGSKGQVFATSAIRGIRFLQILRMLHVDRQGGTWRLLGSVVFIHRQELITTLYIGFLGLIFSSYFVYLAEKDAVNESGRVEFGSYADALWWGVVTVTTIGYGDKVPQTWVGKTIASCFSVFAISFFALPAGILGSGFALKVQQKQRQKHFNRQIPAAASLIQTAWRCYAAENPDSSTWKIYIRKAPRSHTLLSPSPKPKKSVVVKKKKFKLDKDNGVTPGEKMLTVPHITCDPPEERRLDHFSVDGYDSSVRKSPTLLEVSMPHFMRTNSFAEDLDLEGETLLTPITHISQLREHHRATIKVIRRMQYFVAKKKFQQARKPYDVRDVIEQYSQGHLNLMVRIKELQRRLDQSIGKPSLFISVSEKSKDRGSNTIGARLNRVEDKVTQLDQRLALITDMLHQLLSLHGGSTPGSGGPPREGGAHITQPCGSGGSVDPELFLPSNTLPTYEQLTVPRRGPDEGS
RGS4 inh – human RGS4 inhibition | hit rate 0.45% among 310,000 | HEK293 M3R/RGS4 inducible, Fluo-4 calcium flux; hits give high values; triggered by carbachol at its EC20 | B-score at 10 µM;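 active = B-score, a plate-corrected calcium signal, over three deviations above library mean, with baseline fluorescence within five deviations of library mean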;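 also: RGS4 expression induced by doxycycline in cells with stable M3 receptor; B-score is computed from the integrated fluorescence ratio over baseline after carbachol; higher B-score means a larger calcium signal and so more RGS4 inhibition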
KCNK3 inh – human KCNK3 channel inhibition, primary screen | CHO-KCNK3 thallium flux, FluxOR fluorescence; hits give low values | O14649 | B-score at 10 µM | AID 602410 | hit rate 0.84% among 340,000;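 active = B-score under library mean minus 4 SD, starting fluorescence ratio at most library mean plus 5 SD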;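 also: more negative B-score means stronger inhibition of thallium flux through KCNK3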
KCNK9 block – human KCNK9 channel inhibition. B-score at 10 µM. AID 488922. hit rate 1.2% among 310,000. HEK293 KCNK9, FluxOR thallium flux fluorescence; hits give low values;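 active = ratio B-score over 3 SD below the library mean, with starting fluorescence within 5 SD of its mean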;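 also: negative B-score means less thallium flux so channel inhibition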
Target sequence (Q9NPC2 whole entry, looked up): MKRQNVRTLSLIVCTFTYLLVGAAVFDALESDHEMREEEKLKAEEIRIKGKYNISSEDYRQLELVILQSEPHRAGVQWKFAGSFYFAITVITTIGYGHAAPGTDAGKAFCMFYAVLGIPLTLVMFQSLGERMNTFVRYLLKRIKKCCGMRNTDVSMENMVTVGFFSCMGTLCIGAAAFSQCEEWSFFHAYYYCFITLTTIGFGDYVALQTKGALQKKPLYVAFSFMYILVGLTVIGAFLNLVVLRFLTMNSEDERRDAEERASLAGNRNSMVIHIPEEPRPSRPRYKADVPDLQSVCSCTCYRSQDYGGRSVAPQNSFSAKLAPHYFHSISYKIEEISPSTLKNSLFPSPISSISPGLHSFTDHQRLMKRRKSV
KCNQ1 act – potentiates or activates the human KCNQ1 potassium channel; P51787; CHO-K1 KCNQ1, thallium flux FluxOR fluorescence; hits give high values; B-score at 10 µM; hit rate 0.35% among 310,000;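 active = fluorescence ratio B-score, a plate-corrected score, at least three library SD, with initial intensity B-score within 5 SD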
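Medium – assay buffer, equal DMSO in all wells · Material – CHO-K1 cell line with stable KCNQ1 potassium channel expression · Signal – kinetic FluxOR thallium fluorescence, 10-s 1-Hz baseline, 110-s post-stimulus read · Compound – single concentration per compound, DMSO matched to controls · Schedule – 37 °C overnight plating, 90-min dark dye load, 20-min compound pretreatment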
PolyA inh – inhibitors of polyadenylation in S. cerevisiae; S. cerevisiae SKY197-pL101 polyadenylation reporter, beta-gal luminescence; efflux-impaired pdr1/pdr3 knockout yeast; score 100 = 6 SD above DMSO; calls only at 12 µM; hit rate 0.02% among 300,000; AID 1875;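 active = lowest replicate activity score at least 50, where 100 means six control SD above control mean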;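 also: yeast exposed to compound for 9 h at 30 °C; higher score means more reporter readthrough which indicates perturbed polyadenylation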
GSK3A inh – human GSK-3 alpha kinase inhibition | P49840 | ADP-Glo luminescence, 60 min | inhibition, % at 10 µM | hit rate 0.1% among 320,000 | AID 2650;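 in the data active = inhibition above about 50%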;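 also: GST-tagged GSK-3 alpha with peptide substrate and 25 µM ATP; 0% = DMSO neutral wells and 100% = GW8510 positive control wells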
hERG protect – compounds protecting human hERG from proarrhythmic drug block; Q12809; CHO-hERG, FluxOR thallium flux, dofetilide IC70 present; activation (rescue from dofetilide block), less the hit threshold, % at 10 µM; hit rate 0.51% among 310,000; AID 1511;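 active = activation above the mean of controls blocked by dofetilide plus 5 SD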;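 also: thallium influx through hERG after potassium depolarization seen as dye fluorescence rise; in these data hits start at about 4.7%; inactives centre near -7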
DYRK1A inh – Dyrk1A (rat) kinase inhibition. Q63470. ADP-Glo luminescence, NFATc1 peptide. inhibition, % at 12.5 µM. hit rate 0.43% among 310,000. AID 504441; in the data active = inhibition above about 50%;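 also: plate controls were vehicle with enzyme for no effect and no enzyme for full effect; many of its hits are not listed in these tables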
GSK3B inh – blocks human GSK3beta kinase activity. P49841. GST-GSK3beta kinase, ADP-Glo luminescence, 60 min; hits give low values. activity score (negative = inhibition), % at 10 µM. hit rate 0.038% among 300,000. AID 2097;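 active = more than half of replicate wells score below -50%, meaning over 50% inhibition versus plate controls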;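 also: 0% = median DMSO wells and -100% = median GW8510 positive control wells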
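Test system: GST-tagged human GSK3beta kinase, cell-free; evaluation: activity score scaled between in-plate DMSO and GW8510 controls; measured by: ADP-Glo luminescence; incubation: 60 min reaction, RT; benchmarks: DMSO and 20 µM GW8510; reagent: peptide substrate plus 25 µM ATP (final); medium: Tris/MgCl2 kinase buffer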
Numbers without * were called inactive; i = inactive; / = no result given. An excerpt, so the mix of outcomes need not match the whole.

SMILES	RGS4 act	KCNQ1 inh	RGS4 inh	KCNK3 inh	KCNK9 block	KCNQ1 act	PolyA inh	GSK3A inh	hERG protect	DYRK1A inh	GSK3B inh
NC(N)=NS(=O)(=O)c1ccc(NC(=S)NC(=O)c2ccc3c(c2)OCO3)cc1	i	i	i	i	i	i	i	-3.9	-9.8	-2.7	0.6
CCCCN(C)C(=O)c1nc2ccccn2c1CN1CCN(c2ncccn2)CC1	i	i	i	i	i	i	i	-0.6	-4.3	-4.8	3.9
O=C(CSc1nnc(CNc2ccc(F)cc2)n1CC1CCCO1)N1CCOCC1 (stereo not drawn)	i	i	i	i	i	i	i	/	-5.9	1.5	3.4
c1ccc(-n2nnnc2OCCOc2nnnn2-c2ccccc2)cc1	i	i	i	i	i	i	i	-0.4	3.2	-0.1	-0.5
CC(C)c1ccc(NC(=O)C2CCN(S(=O)(=O)c3ccc4c(c3)NC(=O)CO4)CC2)cc1	i	i	i	i	i	i	i	-0.6	-3.4	2.2	-5.3
COc1cc(C(=O)NCc2nnc(SCC(=O)c3ccc(Cl)cc3)o2)cc(OC)c1OC	i	i	i	i	i	i	i	1.1	-11.3	-4.1	/
NC1=NC(=O)C2(COC(c3ccccc3Cl)OC2)S1 (stereo not drawn)	i	i	i	i	i	i	i	-6.7	-7.1	0.5	-2.2
Cc1ccc(CSc2nnc(-c3cccs3)n2C)cc1	i	i	i	i	i	i	i	0.9	-13.3	9.2	0.6
CSc1nc(C)c(CCOC(=O)c2cccc(Cl)c2)c(=O)[nH]1	i	i	i	i	i	i	i	-3.1	-8.3	3.2	2.2
CC(=O)Nc1ccc(NC(=O)c2ccccc2S(=O)(=O)c2ccc([N+](=O)[O-])cc2)cc1	i	i	i	i	i	i	i	-0.2	-10.2	-2.9	0.0
CC1(C)SCC2C(=O)N3C(CSC3(C)C)C(=O)N21 (stereo not drawn)	i	i	i	i	i	i	i	-1.2	-2.0	4.4	0.3
CCOC(=O)c1c2ccc(OCC(=O)N/N=C/c3ccc(Cl)cc3)cc2n2ccccc12	i	i	i	/	i	i	i	/	-6.4	/	4.1
Cc1nnc(NC(=O)CSc2nnc(-c3ccco3)n2C(C)C)s1	i	i	i	i	i	i	i	-2.5	-4.8	-2.4	/
COc1ccccc1-c1nnc(SCC(=O)N2CCCC2)o1	i	i	i	i	i	i	i	2.3	-4.5	1.7	2.4
Cc1cccc(-n2c(O)c(C=Nc3ccc4c(c3)OCO4)c3ccccc3c2=O)n1	i	i	i	i	i	i	i	-3.2	-5.7	-1.2	-2.3
COc1ccc(NS(=O)(=O)c2cccc(C(=O)N/N=C/c3cn(-c4ccccc4)nc3-c3ccccc3)c2)cc1	i	i	i	i	i	i	/	-2.0	-7.9	-11.1	-3.7
O=C(CSc1nc2ccsc2c(=O)n1Cc1ccc(C(=O)O)cc1)NCC1CCCO1 (stereo not drawn)	i	i	i	i	i	i	i	-0.4	-6.6	-1.5	-1.6
Cc1cccc(N2N=C(C(=O)Nc3nc(C)cs3)CCC2=O)c1	i	i	i	i	i	i	i	-2.1	-1.3	4.3	0.1
N#CCCN(Cc1ccncc1)C(=S)NC1CC2C=CC1C2 (stereo not drawn)	i	i	i	i	i	i	i	-2.1	-1.6	/	1.2
COc1ccc(CCc2nnc(NS(C)(=O)=O)s2)cc1	i	i	i	i	i	i	i	0.9	-4.2	/	5.1
CC(C)CC(=O)OC1C(N2CCOCC2)c2c(ccc(/C=C/C(=O)N3CCOCC3)c2O)OC1(C)C (stereo not drawn)	i	i	i	i	i	i	i	-1.8	-6.8	3.5	2.6
CCOc1ccccc1N(CC(=O)Nc1ccc(S(=O)(=O)N2CCOCC2)cc1)S(=O)(=O)c1ccc(Cl)cc1	i	i	i	i	i	i	i	-1.6	-6.7	0.1	-1.7
COc1ccccc1CN1C[C@@H]2C[C@@H](c3cccc(C)c3)N3CCC[C@@]23C1=O	i	i	i	i	i	i	i	-2.7	-6.7	1.5	1.5
CCC(Oc1ccccc1)C(=O)NC1CCCCCC1 (stereo not drawn)	i	i	i	i	i	i	i	-1.4	-8.1	-8.5	2.2
N/C(Cc1cccs1)=N\OC(=O)COc1ccc(Br)cc1	i	i	i	i	i	i	i	-5.7	-4.0	5.7	0.4
CCN(CC)c1ccc(C(=O)OCC(=O)Nc2cc3oc4ccccc4c3cc2OC)cc1	i	i	i	i	i	i	i	2.8	-4.8	-4.4	-1.1
O=C(NC1CCCCC1)c1ccc(CNc2ccccc2)o1	i	i	i	i	i	i	i	0.7	-7.3	-0.1	-4.6
CC(=O)Nc1ccc(OCc2ccc3c(c2)OCO3)cc1	i	i	i	i	i	i	i	0.7	-16.4	-1.6	-3.3
O=C(CCNS(=O)(=O)c1ccc2[nH]c(=O)oc2c1)NCc1ccc(F)cc1	i	i	i	i	i	i	i	0.0	-7.4	1.9	3.1
CCc1cccc(NC(=O)c2snc3c(=O)[nH]cnc23)c1	i	i	i	i	i	i	i	1.1	-2.4	13.5	4.5
COCCn1c(SCC(=O)Nc2nc(C)cs2)nnc1C(C)C	i	i	i	i	i	i	i	0.9	-2.0	0.1	-0.2
CN1C(C(=O)NCc2ccccc2)CC2Cn3c(nc4ccccc43)C21 (stereo not drawn)	i	i	i	i	i	i	i	-2.5	-7.7	45.4	2.7
O=S(=O)(N1CCOCC1)n1nnc2ccccc21	i	i	i	i	i	i	i	-0.1	-1.3	-4.2	1.0
CCOc1ccccc1NC(=O)CC1Nc2cc(C)c(C)cc2NC1=O (stereo not drawn)	i	i	i	i	i	i	i	/	-8.1	-3.4	0.3
CCOc1ccc(C(=O)O/N=C(\N)c2ccccn2)cc1	i	i	i	i	i	i	i	46.9	-6.1	25.9	-19.7
COc1cccc(NC(=O)CNC(=O)c2ccccc2)c1	i	i	i	i	i	i	i	-0.5	-4.5	7.8	4.5
CCOc1ccc(-n2c(N)c(-c3nc4ccccc4[nH]3)sc2=S)cc1	i	i	i	i	i	i	i	-0.1	-5.5	4.6	-1.6
O=C(Cn1ncc2c3ccccc3n(Cc3ccccc3F)c2c1=O)N1CCN(c2ccccn2)CC1	i	i	i	i	i	i	i	-1.8	-9.3	-3.1	0.1
CCOCCOC(=O)COc1ccc2c(-c3ccccc3)cc(=O)oc2c1	i	i	i	i	i	i	i	/	-2.1	-1.9	1.0
O=C(Nc1ccnn1C1CCN(Cc2ccccn2)CC1)c1cccc(F)c1	i	i	i	i	i	i	i	1.4	-6.7	-7.7	-0.9
CCOC(=O)C1CCN(S(=O)(=O)c2ccc3c(c2)CCN3C(=O)C2CCC2)CC1	i	i	i	i	i	i	i	-2.0	-14.1	-4.6	2.9
Fc1ccccc1/C=N/n1c(-c2cccnc2)n[nH]c1=S	i	i	i	i	i	i	i	-0.3	-6.7	0.4	-5.2
CCOc1cc(NC(=S)NCCCN2CCOCC2)c(OCC)cc1NC(=O)C1CCCCC1	i	i	i	i	i	i	i	2.3	-5.5	5.3	0.4
COC(=O)C(C(=O)Nc1ccccc1C)C1CCCCCC1 (stereo not drawn)	i	i	i	i	i	i	i	0.7	-2.4	2.9	-4.8
CCSC(=S)c1c(C)[nH]n(-c2ccccc2)c1=O	i	i	i	i	i	i	i	-2.6	0.6	1.2	-0.9
CCOC(=O)N1CCN(S(=O)(=O)c2c(C)nc3sccn3c2=O)CC1	i	i	i	i	i	i	i	0.5	-7.7	-0.5	0.2
Cc1cccc(NS(=O)(=O)c2cnc(Cl)c(Br)c2)n1	i	i	i	i	i	i	i	-2.4	0.3	9.2	2.4
COc1ccc(S(=O)(=O)CCc2nnc(NC(C)=O)s2)cc1	i	i	i	i	i	i	/	5.5	-5.3	1.1	1.0
CCN(CC)C(=O)C1CCCN(Cc2cccc(F)c2)C1 (stereo not drawn)	i	i	i	i	i	i	i	-3.1	-14.2	-3.7	0.2
COc1ccc(C(=O)CC(=O)C(=O)Nc2cc(Cl)c(OC)cc2OC)cc1	i	i	i	i	i	i	i	-2.1	-7.1	-2.8	5.1
CC1CN/C(=C\C(=O)c2ccc(Br)cc2)C(=O)N1 (stereo not drawn)	i	i	i	i	i	i	i	-2.3	-6.6	-0.3	0.2
CCCN(C(=O)C(=O)Nc1ccc2nc3n(c(=O)c2c1)CCCCC3)c1ccc(OCC)cc1	i	i	i	i	i	i	i	-3.9	-10.5	-0.6	-1.1
CCC(C)[C@H](NC(=O)N1CC(=O)Nc2ccccc21)C(=O)Nc1ccccc1C (stereo partly drawn)	i	i	i	i	i	i	i	-9.9	-10.9	3.5	5.7
C=CCN(CC=C)CCOc1cc(C)ccc1[N+](=O)[O-]	i	i	i	i	i	i	i	-2.8	-8.0	1.2	1.1
O=C1CCc2ccc(NC(=O)C3CC3)cc2N1	i	i	i	i	i	i	i	-0.9	-8.7	2.7	-0.5
N#Cc1ccc2[nH]c(CO)c(-c3ccccc3)c2c1	i	i	i	i	i	i	i	0.8	-14.8	29.4	1.6
Cc1cc(N)n(-c2ccc(Cl)cc2)n1	i	i	i	i	i	i	i	-0.6	-5.5	2.6	-3.4
Cn1cc(CNC(=O)C2c3ccccc3Oc3ccccc32)cn1	i	i	i	i	i	i	i	1.9	-0.6	-4.8	-1.5
O=[N+]([O-])c1ccccc1O[C@@H]1O[C@H](CO)[C@H](O)[C@H](O)[C@H]1O	i	i	i	i	i	i	i	7.8	-2.3	-13.2	-3.3
CCOC(=O)c1c(CSc2ccccc2)n(C)c2ccc(O)c(CN3CCOCC3)c12	i	i	i	i	i	i	i	0.1	-27.5	-2.0	4.0

(cont.)
SMILES	RGS4 act	KCNQ1 inh	RGS4 inh	KCNK3 inh	KCNK9 block	KCNQ1 act	PolyA inh	GSK3A inh	hERG protect	DYRK1A inh	GSK3B inh
Cc1cc(=O)oc2c1c(C)nn2-c1ccc(Br)cc1	i	i	i	i	i	i	i	-1.2	-2.7	-0.5	0.0
CCSc1nnc(NC(=O)NC(CC)(C(F)(F)F)C(F)(F)F)s1	i	7*	i	i	i	i	i	-1.6	-12.9	-6.9	3.0
COc1ccc(CN2CCN(c3cc(C)nc4c5c(C)cc(C)nc5nn34)CC2)cc1F	i	i	i	i	i	i	i	1.2	-6.8	1.5	-0.1
Cc1cccc2sc(N(CCCN(C)C)C(=O)c3ccc4ncsc4c3)nc12	i	i	i	i	i	i	i	0.6	-16.5	8.5	0.7

High-throughput results deposited in PubChem BioAssay by several laboratories.
